# CHT block: inhibitors of human choline transporter CHT | Q9GZV3 | CHT-expressing cells, membrane potential dye, choline response; stronger effect = lower value | B-score at 10 µM | 0.86% of 310,000 active | AID 488975;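 active = B-score over 3 SD under the library average, and starting fluorescence ratio not unusually high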;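 note: choline stimulus applied at its EC90 after an EC20 pre-addition; B-score computed on integrated fluorescence ratio after choline addition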
# Target sequence (Q9GZV3 whole entry, looked up): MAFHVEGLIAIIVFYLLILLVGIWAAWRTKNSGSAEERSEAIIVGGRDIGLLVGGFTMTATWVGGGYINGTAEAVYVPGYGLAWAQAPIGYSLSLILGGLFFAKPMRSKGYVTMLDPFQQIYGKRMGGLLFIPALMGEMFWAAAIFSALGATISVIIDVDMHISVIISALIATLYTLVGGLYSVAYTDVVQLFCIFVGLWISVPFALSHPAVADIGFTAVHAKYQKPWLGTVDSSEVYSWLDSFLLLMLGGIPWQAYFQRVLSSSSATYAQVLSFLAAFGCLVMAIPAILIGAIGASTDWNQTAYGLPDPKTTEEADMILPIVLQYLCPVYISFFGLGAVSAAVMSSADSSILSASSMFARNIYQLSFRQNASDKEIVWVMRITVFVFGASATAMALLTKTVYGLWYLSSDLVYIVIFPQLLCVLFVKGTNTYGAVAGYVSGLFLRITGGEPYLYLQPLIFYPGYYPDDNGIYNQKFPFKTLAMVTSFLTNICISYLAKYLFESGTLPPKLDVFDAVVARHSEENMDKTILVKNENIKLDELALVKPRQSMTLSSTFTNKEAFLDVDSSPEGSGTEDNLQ
# CHT PAM: allosterically activates the human high affinity choline transporter; Q9GZV3; CHT-expressing cells, membrane potential dye, choline EC20; stronger effect = higher value; LV-AA mutant CHT in HEK293 cells; B-score at 10 µM; 0.49% of 310,000 active;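 active = initial fluorescence not abnormally high and integrated response B-score, plate-corrected, over 3 SD above library mean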
# * = called active by the depositor; i = inactive.
SMILES,CHT block,CHT PAM
Cc1cc(C)cc(N(C(=O)c2ccc(Br)o2)C2C=CS(=O)(=O)C2)c1 (stereo not given),i,i
CCn1c(=O)cc(O)c2ccccc21,i,i
O=C(CSc1nnc(-c2cccc(Cl)c2)o1)Nc1ccc2c(c1)OCCO2,i,i
CCc1cccc2c(C(=O)C(NC(C)CC)c3ccccc3)c[nH]c12 (stereo not given),i,i
CC(=O)Nc1ccc(NC(=O)/C=C/c2ccc(Cl)cc2)cc1,i,i
CC(=O)OC(C(=O)NC1CCCCC1)c1ccccc1F (stereo not given),i,i
CCOc1ccc(CCNC(=O)c2sc3nc4n(c(=O)c3c2C)CCC4)cc1OCC,i,i
CCc1ccc(NC(=O)CC2C(=O)N(c3cccc(C)c3)C(=O)N2C2CC2)cc1 (stereo not given),i,i
N#CC1=C(N)SC(N)=C(C#N)C1Cc1ccccc1,i,i
O=C(c1ccccc1NS(=O)(=O)c1ccccc1[N+](=O)[O-])N1CCOCC1,i,i
CCN(CC)CCCNC(=O)c1cc2nc3c(c(C(F)(F)F)n2n1)CCc1ccccc1-3,i,i
CC1CCCCC1NC(=O)c1ccc(S(=O)(=O)N2CCCC2)cc1 (stereo not given),-5.4*,i
CCNC(=O)Nc1ccc(OC)cc1OC,i,i
COc1ccc2cc(CN(CC3CCCO3)S(=O)(=O)c3ccccc3)c(=O)[nH]c2c1 (stereo not given),i,i
CC(C)(C)C1CCC(OC(=O)c2cncc(Br)c2)CC1 (stereo not given),i,i

# Single records, from the list above. Screens in order: CHT block | CHT PAM
# CCc1cccc2c(C(=O)C(NC(C)CC)c3ccccc3)c[nH]c12 (stereo not given) in the list: i | i
# CC(C)(C)C1CCC(OC(=O)c2cncc(Br)c2)CC1 (stereo not given) in the list: i | i
# CCOc1ccc(CCNC(=O)c2sc3nc4n(c(=O)c3c2C)CCC4)cc1OCC in the list: i | i
# Cc1cc(C)cc(N(C(=O)c2ccc(Br)o2)C2C=CS(=O)(=O)C2)c1 (stereo not given) in the list: i | i
# CCc1ccc(NC(=O)CC2C(=O)N(c3cccc(C)c3)C(=O)N2C2CC2)cc1 (stereo not given) in the list: i | i

# Back to the main list; the 4 compounds before the break are reprinted first.
SMILES,CHT block,CHT PAM
CC1CCCCC1NC(=O)c1ccc(S(=O)(=O)N2CCCC2)cc1 (stereo not given),-5.4*,i
CCNC(=O)Nc1ccc(OC)cc1OC,i,i
COc1ccc2cc(CN(CC3CCCO3)S(=O)(=O)c3ccccc3)c(=O)[nH]c2c1 (stereo not given),i,i
CC(C)(C)C1CCC(OC(=O)c2cncc(Br)c2)CC1 (stereo not given),i,i
O=P(c1ccccc1)(c1ccccc1)c1cc(Br)cc(Br)c1OCCO,i,i
COc1ccc(OC)c(C2C(C(=O)c3ccc(C)o3)=C(O)C(=O)N2c2cc(C)on2)c1 (stereo not given),i,i
COc1cc(C(O)c2nc3ccccc3n2C(C)C)cc(OC)c1OC (stereo not given),i,i
CC1c2cc3c(cc2CCN1C(=O)c1ccc(C(F)(F)F)cc1)OCCCO3 (stereo not given),i,i
COc1ccc(C2C(C(=O)c3ccco3)=C(O)C(=O)N2CCN2CCOCC2)cc1 (stereo not given),i,i
CC(=O)c1cc(-c2ccccc2)n(CCC(=O)NC2CCCCCCC2)c1C,i,i
O=C1c2ccccc2NC(c2ccccc2)N1/N=C/c1ccccc1 (stereo not given),i,i
CCc1noc(C)c1C(=O)NCCc1ccc(OC)c(OC)c1,i,i
O=C1Nc2ccccc2C1(O)Cc1ccccn1 (stereo not given),i,i
C=CCn1c(N)cc(=O)nc1SC(C)C(=O)Nc1ccc(C(=O)OCC)cc1 (stereo not given),i,i
CC1(C)CC(=O)C(C(N)=NC(=O)c2ccccc2)=C(O)C1,i,i
CN(C)S(=O)(=O)c1ccc(C(=O)Nc2ccccc2SCCC#N)cc1,i,i
Cc1nn(C)cc1CNC(=O)C1CCC(=O)N(Cc2cccc(C(F)(F)F)c2)C1 (stereo not given),i,i
CC(C)(C)NC(=O)CN(C(=O)CS(=O)CC(=O)Nc1ccc(F)cc1)c1ccc2c(c1)OCCO2 (stereo not given),i,i
Cc1nc2sc(C(c3cccs3)N3CCC4(CC3)OCCO4)c(O)n2n1 (stereo not given),i,i
O=c1cc(N2CCc3ccccc32)[nH]c(=O)n1-c1ccccc1Cl,i,i
O=C(O)CCC(=O)NCC(=O)c1ccc(F)cc1,i,i
Clc1ccc(CNc2cnccn2)cc1Cl,i,i
Nc1ccc2c(c1)-c1ccccc1S(=O)(=O)N2,i,i
Cc1ccc(-c2noc(-c3cc4ccccc4oc3=O)n2)cc1,i,i
COc1ccc(C(=O)NC(=O)CSc2nnc(-c3ccco3)n2-c2ccccc2)cc1,i,i
COc1cc(/C=C2/SC(=NCc3ccccc3)N(Cc3ccccc3)C2=O)ccc1O,i,i
COc1ccc(NC(=S)N2CCN(CCN=CC3=C(O)CC(c4ccccc4)CC3=O)CC2)cc1 (stereo not given),i,i
CN(CC(=O)Nc1cccc(Cl)c1)S(=O)(=O)c1ccc2[nH]c(=O)oc2c1,i,i
O=C(CSc1nccn1-c1ccccc1)NCc1ccc(F)cc1,i,i
Cc1scc(C(=O)N/N=C/c2ccc(OC(C)C)cc2)c1C,i,i
C=C(C)CSc1nc2ccccc2[nH]1,i,i
CCOc1cc(N2CCOCC2)c(OCC)cc1NC(=O)c1ccc(S(=O)(=O)N(C)C)cc1,i,i
CCOc1cc(C=O)ccc1OCCCN1C(=O)NC(C)(C)C1=O,i,i
Cc1ccc(/C=C/c2nc3ccccc3[nH]2)o1,i,i
O=C(NCCCl)Nc1cccnc1Cl,i,i
COC(=O)C(C)NC(=O)C12CC3CC(C1)CC(c1ccc(C)cc1)(C3)C2 (stereo not given),i,i
CCN(CC)CCn1c(SCC(=O)NCCC2=CCCCC2)nc2c(sc3ccccc32)c1=O,i,i
COc1ccc(NC(=O)C(Sc2nnc3ccccn23)c2ccccc2)cc1Cl (stereo not given),i,i
c1ccc(Cc2nn[nH]n2)cc1,i,i
Nc1cc(=O)[nH]c(SCc2csc(-c3ccccc3)n2)n1,i,i
NC(=O)CSc1nnc(Cc2ccc3c(c2)OCO3)o1,i,i
COc1ccc(C=O)cc1COc1c(F)c(F)cc(F)c1F,i,i
COc1ccc(CNC(=O)CCCCCNC(=O)N2CCn3c2nc2ccccc23)cc1,i,i
CCN1CCN(CC(=O)N2N=C(c3cccs3)CC2c2ccc(OC)cc2)C(=O)C1=O (stereo not given),i,i
Cc1ccc2c(c1)NC(=O)C(CC(=O)Nc1ccc(Br)c(C)c1)O2 (stereo not given),i,i
O=C(CCCn1c(=S)[nH]c2cc3c(cc2c1=O)OCO3)NCCc1ccccc1Cl,i,i
O=S(=O)(N1CCCCCC1)N1CCNCC1,i,i
Cc1cccc(C)c1NC(=O)CNC(=O)C(Cc1ccccc1)NC(=O)c1ccccc1 (stereo not given),i,i
CCCNC(=O)CSc1nc(COc2ccccc2)nc2ccccc12,i,i
CCNC(=S)N1CCC(c2nc3ccccc3s2)CC1,i,i
CCC1(c2ccc(Cl)cc2)NC(=S)N(c2ccc(C)c(C)c2)N1 (stereo not given),i,i
O=C(Cc1ccccc1)N/N=C/c1ccc2c(c1)OCO2,i,i
CSc1nc2c(c(=O)[nH]c(=O)n2C)n1Cc1ccccc1Cl,i,i
Cc1ccc(NC(=O)CCCn2c(=O)oc3ccccc32)c(O)c1,i,i
CCOC(=O)CNC(=O)CSc1nnc(Cn2c(=O)sc3ccccc32)n1C,i,i
CC(C)c1c(O)c2c(n(-c3ccccc3)c1=O)CCCC2,i,i
C=C1CCN([C@@H](CC(C)C)C(=O)N2CCCC2)S(=O)(=O)c2ccccc21,i,i
Cc1oc(-c2ccccc2F)nc1CS(=O)CC(=O)NCc1ccccn1 (stereo not given),i,i
O=C(CC1C(=O)NCCN1Cc1ccc(-c2ccccc2)cc1)NCCc1ccccn1 (stereo not given),i,i
CC1CC(=O)NN=C1c1ccc(NCCO)c([N+](=O)[O-])c1 (stereo not given),i,i
CCOC(=O)N1CCN(CC(O)COc2ccc(OC)cc2C(C)(C)C)CC1 (stereo not given),i,i
CCOC(=O)c1c(NC(=O)COC(=O)c2nc(Cl)ccc2Cl)sc(C(=O)N(C)C)c1C,i,i
O=C(C1=C[C@H](c2ccc(Br)cc2)C[C@H](OCc2ccc(CO)cc2)O1)N1CCN(Cc2ccc3c(c2)OCO3)CC1,i,i
CCN(CC)C(=O)c1c([N+](=O)[O-])c(C(C)(C)C)nn1C,i,i

# Some of these compounds in order of count of non-hydrogen atoms, descending:
SMILES,CHT block,CHT PAM
CSc1nc2c(c(=O)[nH]c(=O)n2C)n1Cc1ccccc1Cl,i,i
CC1CC(=O)NN=C1c1ccc(NCCO)c([N+](=O)[O-])c1 (stereo not given),i,i
CCNC(=S)N1CCC(c2nc3ccccc3s2)CC1,i,i

# More entries:
SMILES,CHT block,CHT PAM
Cc1cnc(C(=O)Nc2ccc(OC(F)(F)F)cc2)cn1,i,i
CN1C(=O)C(N=Nc2ccccc2C(=O)O)N(C)C1=S (stereo not given),i,i
O=C(NCCSc1ncc(-c2ccccc2)[nH]1)c1ccco1,i,i
O=C(CN1C(=O)NC2(CCCC2)C1=O)OCCOc1ccc(Cl)cc1,i,i
COc1cccc(C2CC(=O)C3=C(C2)Nc2ccccc2N(C(=O)CCC(=O)O)C3c2ccc(F)cc2)c1 (stereo not given),i,i
O=C(NN1CCOCC1)c1cn(-c2ccccc2)nc1-c1cccs1,i,i
Cc1ccc(/C=N/n2cnc3sc(-c4ccccc4)cc3c2=O)o1,i,i
C=CCn1c(SCCC#N)nnc1-c1ccncc1,i,i
O=C(O)c1ccc(S(=O)(=O)c2ccc3c(c2)C(=O)N(c2ccccc2[N+](=O)[O-])C3=O)cc1,i,i
CN(C)S(=O)(=O)c1cccc(NC(=O)COC(=O)c2cccc(S(=O)(=O)N3CCc4ccccc4C3)c2)c1,i,i
Cc1ccc(-c2cc(C(=O)N/N=C/C=C/c3ccco3)c3ccccc3n2)cc1C,i,i
COc1ccc(CC(=O)N(C)CC(=O)Nc2ccccc2C(F)(F)F)cc1S(=O)(=O)N1CCOCC1,i,i
CCNC(=O)N(CCOC)CC1CCCN(C2Cc3ccccc3C2)C1 (stereo not given),i,i
CCOC(=O)c1cnc(-c2ccccc2)nc1Oc1ccccc1,i,i
Cc1noc(C)c1CSCC(=O)Nc1ccc(Br)cc1Cl,i,i
O=C1c2ccccc2C(=O)N1c1cc([N+](=O)[O-])ccn1,i,i
C=CCNC(=O)c1ccccc1NC(=O)COc1ccc(OC)cc1,i,i
Cn1c(SCC(=O)Nc2ccccc2)nc2c([nH]c3ccccc32)c1=O,i,i
CC(C)(C)c1cc(C(=O)Nc2cccnc2)cc(C(=O)Nc2cccnc2)c1,i,i
Cc1ncc([N+](=O)[O-])n1CC(=O)NCc1ccccc1,i,i
Cc1ccc(C)c(NC(=O)C(OC(=O)c2ccc(C)s2)c2ccccc2)c1 (stereo not given),i,i
Cc1ccc2c(CSc3nnc(C4CC4)n3N)cc(=O)oc2c1C,i,i
CC(=O)c1ccc(NS(=O)(=O)c2cc3c(cc2C)N(C(C)=O)CCO3)cc1,i,i
CCOC(=O)C1C(=O)CC(C)(O)C(C(=O)OCC)C1c1ccc(C)s1 (stereo not given),i,i
CN(C)S(=O)(=O)c1ccc(NC(=O)C2CC3C=CC2C3)cc1 (stereo not given),-6.7*,i
O=C(COc1ccc(Br)cc1Br)NC1CCS(=O)(=O)C1 (stereo not given),i,i
CCCn1c(=O)[nH]c(=O)c2c1nc(-c1ccc(C#N)cc1)n2CCOC,i,i
Cc1ccccc1-c1nsc(SCC(=O)NCc2ccc3c(c2)OCO3)n1,i,i
Cc1c(C(=O)NCC(c2ccco2)N(C)C)oc2c(Cl)cccc12 (stereo not given),i,i
Cc1nc2c(C#N)c[nH]n2c(=O)c1Cc1ccccc1,i,i

# Shown as a hit in CHT block, of those listed so far:
compound	CHT block
CC1CCCCC1NC(=O)c1ccc(S(=O)(=O)N2CCCC2)cc1 (stereo not given)	-5.4*
CN(C)S(=O)(=O)c1ccc(NC(=O)C2CC3C=CC2C3)cc1 (stereo not given)	-6.7*

# (continued)
SMILES,CHT block,CHT PAM
CC(C)CNC(=O)C1Nc2ccc(C(F)(F)F)cc2C2C=CCC12 (stereo not given),i,i
O=C(NCc1nnnn1-c1ccc(Cl)cc1)c1ccc(Br)o1,i,i
COc1ccc(CCN2Cc3c(cccc3[N+](=O)[O-])C2=O)cc1OC,i,i
CN(C)/C=C1\C=C2C(=O)c3ccccc3N2C1=O,i,i
CC(=O)N1CCCc2cc(S(=O)(=O)N3CCCC(C(=O)Nc4cccc(F)c4)C3)ccc21 (stereo not given),i,i
C[C@H](C(=O)CC(=O)OC(C)(C)C)[C@H](O)c1ccc(C(F)(F)F)cc1,i,i
COc1ccc2c(c1)C1NC(=S)NC(C)(O2)C1C(=O)Nc1ccccc1C (stereo not given),i,i
COc1ccc(C(=O)N2CCCc3ccccc32)cc1Br,i,i
Cc1ccc(N(CC(=O)NC2CC3CCC2C3)S(C)(=O)=O)cc1C (stereo not given),i,i
Cc1cccc(NC(=O)/C=C/c2ccc(Cl)cc2)n1,i,i
COC(=O)c1cccc(NC(=O)C23CC4CC(C2)CC(n2cncn2)(C4)C3)c1,i,i
CC1S/C(=N/N=C2CCC(C(C)(C)C)CC2)NC1=O (stereo not given),i,i
CCOc1cccc(C(=O)Nc2ccc(N3CCCC3)cc2)c1,i,i
CN1CCN(c2ccc(Cl)cc2NC(=O)c2ccc(S(=O)(=O)N3CCCCCC3)cc2)CC1,i,i
Cc1cc(C(=O)OC(C(=O)Nc2cccc(C(F)(F)F)c2)c2ccccc2)c(C)o1 (stereo not given),i,i

# Source: PubChem BioAssay (Johns Hopkins Ion Channel Center)
